From PubChem BioAssay
CAL PDZ FP-1: inhibitors of human CAL PDZ peptide binding; purified CAL PDZ, TMR-peptide fluorescence polarization, 1 h; inhibition, % at 24.9 µM; AID 602252; 300,000 tested, 0.92% active;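 active = mean inhibition of at least 30% with at least half of replicates also reaching 30%; inconclusive = no clear call, values can overlap the other calls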;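 also: 0% = DMSO neutral control and 100% = excess unlabeled competitor peptide PRC23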
MITF act: MITF TRPM1 promoter activation in melanoma cells; 300,000 tested, 0.75% active; AID 588334; activation, % at 12.5 µM; SK-MEL-5 TRPM1-promoter luciferase, 24 h; % of positive control, neutral wells = 0;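 active = mean activation of at least 80% with every replicate also reaching 80%; inconclusive = mean reaches 80% but some replicate falls short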;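 also: 0% = neutral control wells and 100% = parthenolide positive control wells; values of inactives mirror those of a sister screen read the other way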
E coli growth: reduces bacterial viability in AddAB counter-screen | E. coli V3065 growth, OD600 absorbance, 18 h | inhibition, % at 11.9 µM | AID 449728 | 330,000 tested, 0.27% active;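 active = inhibition above the campaign's mean inhibition across all tested compounds plus 3 SD, cut at about 9.9% in these data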;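 also: uninfected addAB+ strain grown without phage in ampicillin broth; 0% = DMSO wells and 100% = ciprofloxacin 0.95 µg/ml wells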
CAL PDZ FP-2: human CAL PDZ-peptide interaction inhibition. Q9HD26. purified CAL PDZ, TMR-peptide fluorescence polarization, 1 h. inhibition, % at 20 µM. 330,000 tested, 0.02% active. AID 504414;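 active = highest replicate inhibition of at least 40%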;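 also: plate controls were DMSO neutral control wells for no effect and unlabeled competitor peptide control wells for full effect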
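Test system: purified CerCALP PDZ construct; Compound dosing: one concentration, 20 µM compound; Also added: TMR-labelled reporter peptide T*-PRC34 bound in PDZ groove; Read-out: inhibition from polarization loss; Controls: unlabelled peptide and DMSO controls; Signal: FP readout, S and P plane fluorescence; Incubation: 1 h at RT.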
SR-BI DiI-HDL act: enhances SR-BI lipid uptake from DiI-HDL | CHO ldlA[mSR-BI] cells, DiI-HDL uptake fluorescence, 3 h; 100 = double the neutral-control signal | activation, % at 12.5 µM | 320,000 tested, 0.096% active | AID 504775;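 active = mean replicate activation of at least 60% and every replicate at or above 60%; inconclusive = mean or all-replicate condition met, but not both; inactive = mean below 60% and not all replicates reaching 60%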;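 also: 0% = median plate neutral-control signal and 100% = twice that signal; values of inactives mirror those of a sister screen read the other way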
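Test system: SR-BI-overexpressing, LDLR-lacking CHO cells; Also added: labelled HDL, 10 µg/mL; Measured by: bottom-read cell fluorescence after medium removal, ex 550/em 595 nm; Timing: 3 h uptake period with compound, 37 °C; Buffer or medium: F12, 0.5% BSA, 25 mM HEPES; Doses: single compound concentration, delivered by pin transfer.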
SR-BI HDL uptake: mouse SR-BI HDL lipid transfer inhibition | Q61009 | ldlA[mSR-BI] CHO cells, DiI-HDL uptake fluorescence, 3 h | 320,000 tested, 0.96% active | inhibition, % at 12.5 µM;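 active = mean replicate inhibition of at least 70% and a set share of replicates each scoring 70 or more; inconclusive = meets just one of the two criteria; inactive = fails both criteria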;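 also: 0% = median of neutral control wells and 100% = median of positive control wells; values of inactives mirror those of a sister screen read the other way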
Target sequence (Q61009 whole entry, looked up): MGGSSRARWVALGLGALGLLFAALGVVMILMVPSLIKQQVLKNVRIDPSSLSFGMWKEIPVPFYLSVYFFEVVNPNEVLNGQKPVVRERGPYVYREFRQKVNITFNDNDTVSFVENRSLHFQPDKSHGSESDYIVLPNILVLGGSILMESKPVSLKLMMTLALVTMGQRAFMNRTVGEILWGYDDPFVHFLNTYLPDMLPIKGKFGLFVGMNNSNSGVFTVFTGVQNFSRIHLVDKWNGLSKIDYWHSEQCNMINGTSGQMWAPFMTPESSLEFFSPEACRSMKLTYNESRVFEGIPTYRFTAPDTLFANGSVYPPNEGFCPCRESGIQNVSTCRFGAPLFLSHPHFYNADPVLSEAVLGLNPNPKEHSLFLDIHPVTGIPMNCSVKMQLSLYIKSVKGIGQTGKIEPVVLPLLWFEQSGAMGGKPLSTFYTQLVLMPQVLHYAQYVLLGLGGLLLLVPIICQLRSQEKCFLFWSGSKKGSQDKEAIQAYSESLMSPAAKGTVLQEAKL
Wnt act: activates Wnt/beta-catenin signaling in a reporter cell assay; activator, plate reader; 300,000 tested, 1.2% active; activation, % at 9.35 µM; in the data active = activation above about 30%, passing the limit was not always enough; inconclusive = no clear call, values can overlap the other calls;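 also: 0% = neutral control wells and 100% = positive control wells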
Tat transport: blocks Tat-dependent protein export in E. coli; E. coli MC4100 TorA-mCherry Tat export, fluorescence; inhibition, % at 10 µM; 340,000 tested, 0.036% active; AID 488895;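 active = mean replicate inhibition at least 50% and at least half of replicates individually reaching 50%; inconclusive = only one of the two criteria met; inactive = neither criterion met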;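 also: exported cargo escapes ClpAP degradation while cytoplasmic cargo is degraded and loses fluorescence; 0% = median of neutral control wells and 100% = median of NaSCN control wells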
AddAB inh: less growth of phage-infected E. coli with AddAB; AID 435030; E. coli expressing H. pylori AddAB, absorbance growth; inhibition, % at 11.9 µM; 330,000 tested, 0.29% active; in the data active = inhibition above about 12%;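 also: 0% = vehicle wells of infected cells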
phage Ecoli inh: E. coli growth loss with phage present; inhibition, % at 11.9 µM; AID 651602; 360,000 tested, 0.26% active; growth absorbance; in the data active = inhibition above about 11%
Starred values were filed as active, the others as inactive; ? = inconclusive; . = no result given.

canonical_smiles	Wnt act	Tat transport	E coli growth	CAL PDZ FP-1	CAL PDZ FP-2	MITF act	SR-BI DiI-HDL act	phage Ecoli inh	SR-BI HDL uptake	AddAB inh
CC(C)(C)OC(=O)NCCCCCc1cn(CC(=O)NCCCCCCCCCCC(=O)N2CCN(C(=O)OC(C)(C)C)CC2)nn1	3.2	-3.8	-1.4	-7.1	-1.2	-15.0	-62.6	0.6	62.6	0.7
O=C(COC(=O)C12CC3CC(CC(Cl)(C3)C1)C2)N1CCCCC1	6.6	0.2	-0.3	-5.0	-0.3	25.5	6.9	1.1	-6.9	-0.4
Cc1ccc(S(=O)(=O)N2CCN(CC(=O)N3CCOCC3)CC2)cc1	1.0	-7.7	2.0	-3.5	0.0	6.9	12.9	1.4	-12.9	4.1
C/C(=N\NC(=O)CN(c1ccc(Oc2ccccc2)cc1)S(C)(=O)=O)C(C)(C)C	2.3	0.5	-5.5	-3.5	-2.1	8.5	-20.3	2.5	20.3	3.7
COc1ccc(-c2noc(C(C)NS(=O)(=O)c3ccc(NC(C)=O)cc3)n2)cc1 (centres undefined)	-3.3	8.8	-1.3	-3.3	0.5	.	.	3.0	.	3.1
N#CC1=C(N)OC2=C(C(=O)CCC2)C1C1C=CCCC1 (centres undefined)	.	-9.1	0.7	-1.4	0.7	3.1	11.8	1.2	-11.8	1.6
COc1ccc(NC(=O)CSC2=C(C#N)C(c3ccco3)C(C(=O)Nc3nc4ccccc4s3)=C(C)N2)cc1 (centres undefined)	-2.6	2.6	1.3	-2.1	-0.4	-16.1	-24.5	1.3	24.5	1.2
CCOc1ccccc1NC(=O)Cn1nnc(C(=O)NCc2ccc3c(c2)OCO3)c1N	-2.4	-3.1	-0.2	-2.3	-2.4	-14.1	25.0	5.8	-25.0	3.2
CC(C)CCN1CC(O)=C(c2nc3ccccc3[nH]2)C1=N	.	-0.2	-1.5	-11.2	-2.4	24.2	8.5	1.2	-8.5	-1.2
N#Cc1ccccc1NC(=S)NC(=O)c1cccnc1	0.4	0.0	0.7	-6.1	0.0	-3.0	1.0	-0.3	-1.0	1.8
Cc1ccc(-c2nnc(NC(=O)Cc3ccc(F)cc3)o2)c(C)c1	.	-4.9	-6.8	.	-0.1	-13.0	5.9	.	-6.0	-7.2
COc1ccc2[nH]c(C(=O)O)c(CCNC(=O)/C=C/c3ccc(O)c(OC)c3)c2c1	-0.3	3.0	-0.7	-2.7	0.8	2.9	0.2	0.7	-0.2	-2.7
CS(=O)(=O)N(CC(=O)NC1CCCCC1)c1cccc(Cl)c1	.	6.3	-0.6	-3.4	0.6	-7.8	21.6	1.7	-21.6	-0.8
CN(C)C(CNC(=O)c1cccc(NS(=O)(=O)c2ccc(Br)cc2)c1)c1ccco1 (centres undefined)	-2.9	2.1	-1.3	-2.2	0.2	5.6	2.0	-0.5	-2.0	0.8
COc1ccc(NC(=O)c2sc3nc(N4CCOCC4)c4c(c3c2N)CCCC4)c(OC)c1	-0.6	-2.2	-1.8	6.3	-0.6	16.5	-1.0	4.3	1.0	1.2
O=C(CN1CCN(Cc2ccccc2)CC1)N/N=C/C=C/c1ccccc1[N+](=O)[O-]	2.3	-6.6	-1.9	-1.6	0.2	-11.8	26.0	1.7	-26.0	1.9
Cc1c(C(=O)N/N=C/c2ccc(O)cc2)sc(=S)n1C	.	-4.9	1.3	-0.3	0.5	8.9	-1.9	2.2	1.9	0.2
Cc1ccc(NC(=O)c2ccc3nc[nH]c3c2)cc1C	8.8	-6.8	-1.1	-4.2	-1.2	65.8	2.5	1.9	-2.5	0.2
CCOC(=O)CC1COc2ccccc2N1C(=O)c1ccc(C)cc1 (centres undefined)	2.7	4.3	-1.8	-2.2	-0.4	.	-9.2	1.1	9.2	3.7
CCOc1ccc(CN2CCN(Cc3cnc(N4CCOCC4)s3)CC2CCO)cc1 (centres undefined)	-0.4	2.3	0.6	-1.8	0.0	-7.9	27.7	0.5	-27.7	1.0
CC(=O)N1CCN(Cc2nc3cc(NC(=O)c4cccs4)ccc3n2C)CC1	0.9	0.3	-0.8	-0.8	-2.6	15.0	1.0	-0.6	-1.0	0.3
c1ccc(CSc2nnc(Cc3ccccc3)o2)cc1	21.9	0.1	-2.2	10.4	-1.6	73.2	-6.6	3.2	6.6	0.3
O=C(N/N=C/c1ccccn1)c1c[nH]c2ccccc12	22.6	0.1	2.0	-2.4	-2.3	?	.	-3.9	.	-0.4
FC(F)(F)c1ccc(-n2cnc3ccccc32)nc1	1.2	0.1	0.1	-5.0	-0.1	.	9.4	2.0	-9.4	2.2
CCc1nc(SCc2ccc([N+](=O)[O-])cc2)n[nH]1	-0.5	-4.1	-0.6	-2.8	0.0	21.8	6.9	1.2	-6.9	4.9
Cn1nc(-c2ccc(C(=O)NC3CCCCC3)cc2)c2ccccc2c1=O	1.6	1.6	0.2	0.0	-4.3	.	.	-0.6	.	4.0
CCc1noc(C)c1C(=O)NNC(=O)COc1ccc(Br)cc1	-2.6	0.9	0.1	.	-0.2	-7.1	0.1	3.1	-0.1	-0.2
COc1ccccc1/C=N/NC(=O)CC(=O)NC1CCCCC1	-0.8	0.6	-1.2	1.0	-5.0	7.7	-0.6	4.3	0.6	-2.9
Brc1ccc(Oc2ncc(CN3CCN(c4ccccc4)CC3)s2)cc1	2.6	5.4	-2.6	-1.4	-0.1	5.2	17.5	2.5	-17.5	-0.5
Cc1ccccc1OCC(=O)NCC(c1cccs1)N1CCOCC1 (centres undefined)	1.0	-8.2	-1.1	0.2	-1.8	-9.2	21.9	2.7	-21.9	1.1
Cc1nn(C)cc1/C=N\NC(=O)c1ccc(Cn2cc(Cl)cn2)cc1	-2.6	1.7	0.4	-0.6	-6.5	-1.1	-19.5	2.0	19.5	-1.3
O=C(Nc1c2c(nn1-c1ccc(Cl)cc1)CS(=O)(=O)C2)C1CC1	0.1	-10.5	1.4	.	-0.7	-12.2	0.2	2.1	-0.2	2.0
CC(=O)N(Cc1cccs1)C1CCOC(C)(C)C1 (centres undefined)	-1.8	-2.3	-0.3	7.2	-0.9	2.0	13.4	-0.9	-13.4	1.8
NC(=O)C1CCN(C(=O)CCC(=O)c2ccc(Br)cc2)CC1	3.2	-2.4	-1.1	1.3	-0.5	1.0	-19.0	-2.3	19.0	0.9
COc1ccc(CC(=O)NNC(=O)[C@@H]2CCCC[C@@H]2C(=O)O)cc1	-1.7	4.2	0.2	-3.6	-0.6	-2.4	.	3.8	-35.7	2.2
C#CCOCCOCCOCCNc1nc(N2CCN(C(=O)CCCCCCCCCCNC(=O)[C@H](CCCCN)n3cc(C[C@@H](C)CC)nn3)CC2)nc(N2CCN(C(=O)CCCCCCCCCCNC(=O)[C@H](CCCCN)n3cc(C[C@@H](C)CC)nn3)CC2)n1	.	-6.0	-0.1	8.0	-0.3	-40.2	50.6	.	-50.6	0.2
Cc1ccc2nc(-c3ccccn3)cc(C(=O)NC(C)C(C)(C)C)c2c1 (centres undefined)	-0.2	-5.0	0.3	18.2	-1.1	-20.2	1.2	2.7	-1.2	0.1
CCC(C)(C)NC(=O)CN(C(=O)CCC(=O)Nc1ccccn1)c1ccc2c(c1)OCO2	-1.3	-5.4	-0.4	5.6	-2.3	-6.8	.	3.3	.	1.8
Cn1c(Cl)cnc1C(O)(c1ccccc1)c1ccccc1	-2.2	-2.5	-1.5	.	-0.6	-0.6	23.4	1.0	-23.4	3.4
O=C(O)c1cc2[nH]c3c(c2cc1Cl)CCCC3	-1.1	8.7	1.6	3.7	-1.8	.	16.9	0.7	-16.9	3.0
Cc1cc(C)cc(NC(=O)Nc2ccc(S(=O)(=O)Nc3cc(C)on3)cc2)c1	.	6.1	-1.6	-11.3	-5.5	3.4	22.6	.	-22.6	-0.2
CCOC(=O)Cc1nnc(NC(=O)C(CC)Sc2nc(C)cc(=O)[nH]2)s1 (centres undefined)	1.4	1.9	-0.4	.	0.0	.	-10.5	0.7	10.5	-0.9
COc1ccccc1C(=O)OCC#CCSc1nnc(-c2cccc3ccccc23)o1	3.7	-2.5	-0.5	-1.1	-0.6	1.1	27.2	1.6	-27.2	2.7
O=C(Nc1ccc2c(c1)OCCO2)C1CCN(S(=O)(=O)c2ccccc2)CC1	-5.6	1.8	0.1	-4.1	-0.2	2.5	-4.4	3.4	4.4	-0.3
C=CCn1c(NCc2ccccc2O)nc2ccccc21	4.5	-2.6	-1.6	.	-0.2	48.1	-16.8	1.5	16.8	-1.0
Nc1nnc(CSc2ccc(Cl)cc2)s1	2.9	-12.3	4.4	2.5	.	12.5	11.1	1.8	-11.1	1.0
O=S(=O)(Nc1ccc(-c2ccc3nncn3n2)cc1)c1cccs1	3.1	-6.9	-1.3	.	-0.2	-9.2	2.5	2.1	-2.5	1.0

An excerpt from above in order of the MITF act value, high to low.
| mol | Wnt act | Tat transport | CAL PDZ FP-1 | CAL PDZ FP-2 | MITF act | SR-BI DiI-HDL act | phage Ecoli inh | SR-BI HDL uptake | AddAB inh |
| --- | --- | --- | --- | --- | --- | --- | --- | --- | --- |
| C=CCn1c(NCc2ccccc2O)nc2ccccc21 | 4.5 | -2.6 | . | -0.2 | 48.1 | -16.8 | 1.5 | 16.8 | -1.0 |
| O=C(Nc1ccc2c(c1)OCCO2)C1CCN(S(=O)(=O)c2ccccc2)CC1 | -5.6 | 1.8 | -4.1 | -0.2 | 2.5 | -4.4 | 3.4 | 4.4 | -0.3 |
| O=S(=O)(Nc1ccc(-c2ccc3nncn3n2)cc1)c1cccs1 | 3.1 | -6.9 | . | -0.2 | -9.2 | 2.5 | 2.1 | -2.5 | 1.0 |

No enrichment for hits, and some 3.6% of all compounds hit somewhere here.
